Pf Dd2 inh: qHTS Primary assay for Inhibitors of Plasmodium falciparum Dd2 growth in vitro | P. falciparum Dd2 growth, SYBR Green, 72 h | Potency, µM (titrated, usually from 28.9 µM), inactives show at the highest dose activity, negative = inhibition, actives largely listed as inhibitors | 4.3% of 120,000 active; active = well fitted inhibition curve with a large enough effect; inconclusive = small, poorly fitted or top-dose-only effect; inactive = no such curve, though single readings can be large or run the other way;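 note: plate controls were DMSO vehicle for no effect and reference drug for full effect; nearly all actives have a fitted effect of over 65% in size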
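Readout: SYBR Green fluorescence, 485 nm excitation, 535 nm emission, after ~16 h lysis at 37C. Before that, Dd2-infected red cells (2.5% hematocrit) grew 72 h with compound, 29 uM top final concentration.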
* hit, by the source's call; i = inactive; ? = inconclusive; [ ] = another dose, or the depositor's remark. Potency is the fitted concentration of half-maximal effect.

SMILES	Pf Dd2 inh
Cc1cn2nc(C(=O)NCc3ccccn3)cc2c(N2CCCC2)n1	-8%
CCCn1cc(-c2ccnc(NCc3c(F)ccc(C)c3F)n2)c(C)n1	i
CN(C)C[C@@H]1CN(C)C[C@H]1N	i
CC(C)(O)CCc1cccc(C(=O)NC2CCN(S(C)(=O)=O)CC2)c1	5%
COc1ccc(Cn2c(C(=O)O)c(CNCCc3ccco3)c3ccc(OC)cc32)cc1	-24%
Cc1cccc(CN2C[C@@H]3[C@H](C2)N(CC(C)C)C(=O)C(C)(C)[S+]3(=O)[O-])c1	-12%[44.1 µM]
CN(Cc1ccccc1)Cc1cn([C@H]2CO[C@H]3[C@@H]2OC[C@@H]3NC(=O)C2CCCCC2)nn1	-15%
C#CCNC(=O)C[C@@H]1C[C@@H](C(C)C)[C@H](CNC(=O)NC2CCCCC2)C=C1C	-5%[44.1 µM]
CCC1CN(C(=O)Nc2cccc(OC)c2)c2ccccc2O1 (stereo not drawn)	-2%
Cc1ccc(-n2nc3c(=O)n(CC(=O)Nc4ccccc4F)nc(C)c3c2C)c(C)c1	2%
COCCOC1CCOC2(CCN(S(=O)(=O)c3ccccc3)CC2)C1 (stereo not drawn)	3%
O=C(c1ccncc1)N1CCC(Oc2ccc(-c3noc(-c4ccccc4)n3)cc2)C1 (stereo not drawn)	-4%[5.79 µM]
CN(C)c1ccc(C(=O)N[C@H]2CO[C@H]3[C@@H]2OC[C@@H]3n2cc(CC3CCCCC3)nn2)cc1	-28%
Cc1ccsc1-c1[nH]nc2ncc(-c3ccc(F)cc3)nc12	?
COCCNC(=O)C1CCC(CNS(=O)(=O)c2ccc3c(c2)CC(C)N3C(C)=O)CC1 (stereo not drawn)	11%
COc1cccc(CNC(=O)CCc2c(C)c3cc4c(C)c(C)oc4cc3oc2=O)c1	-32%
COc1ccc(CNC(=O)CN(c2ccccc2OC)S(=O)(=O)c2ccc(C)cc2)cc1	10%
CCOc1ccccc1CNC(=O)c1cc2c(N3CCCC3)nc(C)cn2n1	-4%
CCn1ccc(C(=O)N2C[C@@H](Oc3cccnc3)C[C@@H]2C(=O)N2CCOCC2)n1	12%
Cc1c(Cl)cccc1NC(=O)c1cnc2sc(N3CCOCC3)nn2c1=O	19%
CC1=C[C@@H](CNCc2cccnc2)[C@H](C(C)C)C[C@H]1Cc1nnc(-c2ccccc2F)o1	?
CCC(C)NC(=O)c1nn(-c2ccc(C)cc2)nc1CO (stereo not drawn)	-12%
CSc1ccc(CCNC(=O)CCCn2c(=O)c3cccn3c3ccccc32)cc1	?
CCc1noc(-c2nc(Cc3cccc(F)c3)no2)n1	i
CN1[C@@H](CCC(=O)NCc2cccs2)CNC(=O)[C@@H]2[C@H]1CCN2Cc1ccccc1	?

Next part
SMILES	Pf Dd2 inh
O=C1NC2(CCN(C(=O)c3ccccc3)C2)N=C1c1ccncc1 (stereo not drawn)	33%[activator][44.1 µM]
COc1ccc(CNC(=O)[C@@H](C)C2CC[C@@]3(C)CC[C@H](NC(=O)c4ccc(C#N)cc4)[C@@H](C)[C@@H]3[C@H]2O)cc1 (stereo partly drawn)	?
CC(=O)Nc1ccc(S(=O)(=O)NCC2CCC(C(=O)NCc3ccccc3)CC2)cc1 (stereo not drawn)	-8%
CCN(CC)c1nc(-c2ccc(C(C)(C)C)cc2)nc2ccccc12	-7%
COc1ccc(Cl)cc1C(=O)NCCc1noc(C)n1	i
CCCn1c2ccccc2c2cnn(CC(=O)NCc3ccccc3Cl)c(=O)c21	82%[activator]
CNC(=O)[C@@H]1CN(C(=O)c2cc3ccc(OC)cc3[nH]2)C[C@H]1C1CCN(C)CC1	10%
O=C(NC1CCN(c2cc(-c3ccccc3)[nH]n2)CC1)c1cc2ccccc2[nH]1	i
O=C(COc1ccccc1Cl)Nc1ccc2nc(SCC(=O)N3CCOCC3)sc2c1	-4%
C[S+](=O)([O-])NC1CC2(CCN(C(=O)CCCN)CC2)c2ccccc21 (stereo not drawn)	4%
Cc1cccc(CC(=O)N2CCCCC2c2noc(COc3ccc(F)cc3)n2)c1 (stereo not drawn)	?
Cc1ccccc1C(=O)N1CCC(n2cc(-c3nc(-c4ccccc4)no3)nn2)CC1	-19%
O=C(COc1ccc(F)cc1)N1CCCC1c1nc(C2CCOCC2)no1 (stereo not drawn)	-8%
CC1(C)CC(=O)c2cc(C#N)c(=O)n(-c3ccc(Cl)cc3)c2C1	-5%
CCC(CC)C(=O)Nc1ccc([C@@H](O)[C@H]2COCC(=O)N2Cc2ccccc2OC)cc1	?
CCOC(=O)c1ccc(NC(=O)c2ncn(-c3ccccc3)n2)cc1	21%
COC(=O)c1ccccc1NC(=O)CN1C(=O)NC2(CCCCC2)C1=O	2%
CC1CCN(c2ncc(C(=O)O)c(-c3ccncc3)n2)CC1	0%
O=C(c1n[nH]c(=O)c2ccccc12)N1CC(CO)C2(CCNCC2)C1 (stereo not drawn)	16%
CCCCN(CC)CCNC(=O)c1cc2c(=O)n(CC)c3ccccc3c2s1	?
CCC(=O)Nc1ccccc1-c1nc2ccccc2n(CC(=O)c2ccc(C)cc2)c1=O	-9%
Fc1ccc(-c2cc(C3CCNCC3)[nH]n2)cc1	i[5.79 µM]
COC(=O)C1CCN(C(=O)CC[C@H]2CNC(=O)[C@@H]3[C@@H](CCN3Cc3ccc(F)cc3)N2C)CC1	1%
COc1ccc(-n2nc3n(c2=O)CCN(C(=O)c2ccc(C(F)(F)F)cc2)C3)cc1	5%
O=C(C1COc2ccccc2O1)N(Cc1cccnc1)c1nc2c(Cl)cccc2s1 (stereo not drawn)	i

Further compounds.
SMILES	Pf Dd2 inh
Cc1cc(C)c(CNC(=O)c2cc(-c3ccc(F)cc3)cc3ncn(C)c23)c(=O)[nH]1	i
O=C(c1cccnn1)N1C[C@@H](COCC2CC2)[C@H](c2ccncc2)C1	13%
Cc1ccc(NC(=O)c2cc(S(=O)(=O)N3CCc4ccccc43)ccc2F)cc1Cl	-15%
CC(C)c1nc(CNC(=O)c2ccc(N3CCCC(C(N)=O)C3)nc2)no1 (stereo not drawn)	2%
CCCCC(=O)N1CCc2c(nc3cc(-c4ccccc4Cl)[nH]n3c2=O)C1	i
COc1ccc(NC(=O)c2ccc3c(c2)OCCN(CCC(C)C)C3)cn1	?
COc1ccc2c(C)c(C(=O)N3CCC(C#N)(c4ccccc4)CC3)oc2c1	-23%
CCc1ocnc1C(=O)N1CCCC(CNC(=O)c2n[nH]c3ccccc23)C1 (stereo not drawn)	17%
COc1ccc(/C=C/C(=O)Nc2nc(-c3cccs3)ns2)cc1	2%
c1cc(-c2ccnc(NCC3(N4CCOCC4)CCCCC3)n2)ccn1	-18%
Cc1ccc(C2Cn3nnc(C(=O)N4CCC(C(=O)Nc5ccc(F)c(Cl)c5)CC4)c3CO2)cc1 (stereo not drawn)	-15%
CCOCC1(C)COc2ccc(C(=O)NCc3cc(OC)cc(OC)c3)cc2N1 (stereo not drawn)	?
COCCNC(=O)c1coc(COc2ccc3c(c2)C(c2cccc(F)c2)N(C(=O)C(C)C)CC3)n1 (stereo not drawn)	-10%
Cc1cccc(CN(C)C2CCCc3ccccc32)c1 (stereo not drawn)	?
CC(C)(C)c1ccc(-c2nnc(-c3ccccc3NC(=O)c3ccc(F)cc3F)o2)cc1	1%
O=S(=O)(N[C@H]1[C@H](O)[C@H](O)C[C@@H]1c1cncnc1)c1ccc(C(F)(F)F)cc1	1%[44.1 µM]
C=Cc1ccc(Cn2c(C(=O)O)c(CNC3CCCCC3)c3ccc(C)cc32)cc1	i
CC(C)NC(=O)CN1C(=O)c2cccnc2Sc2ccccc21	?
COc1ccc(C(=O)N2CCOCC3(CN(Cc4cc(F)cc(F)c4)C3)C2)c(OC)n1	i
CN1CCC(Cn2ccc3c(N4CCOCC4)nc(-c4cccc5[nH]ccc45)cc32)CC1	-25%[44.1 µM]
COc1ccc(NC(=O)c2ccc3c(c2)C2(CCN(C)C2)CN3Cc2ccccc2)cc1 (stereo not drawn)	?
CO[C@H]1C(=O)N(C2CCN(S(=O)(=O)Cc3ccccc3)CC2)[C@H]1c1ccncc1	11%
O=C1NCCN2CC3(CCN(C(=O)c4cnccn4)CC3)CC12 (stereo not drawn)	21%
O=S(=O)(NCC(c1ccco1)N1CCOCC1)c1ccc(Br)cc1 (stereo not drawn)	18%
CCOC(=O)C1(Cc2ccc(Cl)cc2)CCN(C(=O)CC2=CCCCC2)CC1	-11%

Later entries:
SMILES	Pf Dd2 inh
COc1ccc(NC(=O)c2ccc(CN3C(=O)NC4(CCOCC4)C3=O)cc2)cc1OC	1%
CCC(C(=O)Nc1cccc(Cl)c1C)n1nc(-c2ccc(C)cc2)ccc1=O (stereo not drawn)	-14%
CN(C)C(=O)N1CCC(C(=O)N2CCCC(c3ccc(C(=O)O)cc3)C2)CC1 (stereo not drawn)	-7%
COc1ccc(OC)c(NC(=O)c2nc(S(=O)(=O)Cc3ccc(F)cc3)ncc2Cl)c1	10%
CC(C)(C)CC(=O)N1CCC(N2C(=O)CCC2C(=O)NCc2ccccc2)CC1 (stereo not drawn)	?
Cc1ccccc1-c1ccc2n(c1=O)C[C@H]1C[C@@H]2CN(C(=O)c2cncnc2)C1	2%[44.1 µM]
N#Cc1ccc(C(=O)N2CCN(C(=O)c3nnn4c3COC(c3ccc(Cl)cc3)C4)CC2)cc1 (stereo not drawn)	?
O=C(c1cccc(F)c1)N1CCN(c2nnc3ccc(Cl)cn23)CC1	?
CCCS(=O)(=O)NCc1cccnc1Oc1ccc(F)c(F)c1	5%
Cc1ccc(C)c(NC(=O)Cn2c(=O)n(Cc3ccc4c(c3)OCO4)c(=O)c3ccc(C(=O)NC4CCCCC4)cc32)c1	i
CC(C)CNC(=O)C1CC(=O)N(c2n[nH]c3cc(Br)ccc23)C1 (stereo not drawn)	-20%
c1nc(-c2cc(NC3CCNCC3)nc3[nH]ccc23)c2sccc2n1	i
CC(C)C(=O)NC(C)C(=O)N1CCN(c2ccccn2)CC1 (stereo not drawn)	10%
Cc1noc(Cn2c(=O)c3ccccc3n(CC(=O)Nc3ccc(C(C)C)cc3)c2=O)n1	?
COc1ccc(NC(=O)c2cnc(Nc3ccc(C)c(Cl)c3)c3ccccc23)cc1OC	-3%
Cc1cc(C)n(CCc2nc3c4ccccc4nc(SCc4ccc(Cl)cc4)n3n2)n1	36%[activator]
CC(=O)Nc1ccc(C(=O)N2CCN(c3ccc(Cl)nn3)C(=O)C2)cc1	-3%
Cc1ccccc1-c1cnc2[nH]cc(CC(=O)NCc3ccccc3)c2c1	-14%[44.1 µM]
O=C(C1CCCN(C2CCN(c3ncnc4sccc34)CC2)C1)N1CCCC1 (stereo not drawn)	-20%
Cc1cnc(C)c(N2CCN(Cc3nc(-c4sccc4C)oc3C)CC2)n1	i
CCOc1ccc(NC(=O)CCc2nc3cccnc3n2Cc2ccc(OC)cc2)cc1	?
O=C1[C@@H]2C[C@@H](O)CN2C2(CN(Cc3cccc(OC(F)(F)F)c3)C2)C(=O)N1Cc1cccc(Cl)c1	?
COc1cccc(N2C(=O)NC(=NC3CCCCC3)C23CCCN(Cc2ccccc2)C3)c1 (stereo not drawn)	?
COCCCNC(=O)c1ccc2c(c1)n(Cc1cccc(F)c1)c(=O)c1ccnn12	-15%
CCOC(=O)c1c(C)[nH]c(CCC(=O)Nc2ccc(N(CC)CC)cc2C)c1C	i

(listing goes on)
SMILES	Pf Dd2 inh
Cn1cc(-c2cccc(CO)c2)c2nc(COc3ccc(Cl)cc3)cn2c1=O	?
Cc1ncc2c(c1CNC(=O)Cn1cnc3ccccc3c1=O)CCNC2	-5%
CC(=O)c1ccc(NC(=O)CCc2nc(-c3ccc(C)cc3)no2)cc1	9%
CCN(CC)[C@H]1[C@@H]2OC[C@@H](O2)[C@@H](NCc2ccc(-c3ccccc3)cc2)[C@@H]1O	-17%[44.1 µM]
Cc1cccc(CCNc2ncc(C(C)(C)C(=O)O)c(N3CCOCC3)n2)n1	-11%
CC(C)N1CC[C@H](c2nnc(-c3cccnc3)o2)C1	-9%[44.1 µM]
COc1cccc(CC(=O)N2CCCCCC2CN2CCC(OC)CC2)c1 (stereo not drawn)	?
Cc1cccc(NC(=O)Cn2c(-c3cccc(Cl)c3)nc(C)c(CCO)c2=O)c1	-3%
O=C(Cn1cccc1-c1nc(-c2ccc(F)cc2)no1)N1CCN(c2ccccc2F)CC1	i
COc1ccc(C(=O)N2CCn3c(nn(-c4cccc(Cl)c4)c3=O)C2)cc1	3%

This is a subset; count on the stated rates, not on these rows.
